Hep lipid drop = inhibitors of hepatocyte lipid droplet formation, primary screen, imaging, high-throughput imaging, BODIPY stain | AID 1656, 2009 | inhibition, % at 6.5 µM | AML12 mouse hepatocytes, oleate lipid droplets | 240,000 compounds, 0.4% hits;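 active = lipid droplet intensity inhibited by at least 50%, with more than 500 cells counted; inconclusive = wells with under 300 cells, treated as cytotoxic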
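Material – mouse AML12 hepatocyte cell line, fixed after treatment · Compound dosing – one dose, 6.5 µM compound · Times – compound with oleate, overnight · Measured by – Image-based BODIPY and DAPI two-channel analysis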
ER stress rescue = rescue of cells from ER stress-induced death, primary screen, 384-well, CSM14.1, thapsigargin, ATP luminescence (AID 1222) | CSM14.1 thapsigargin-induced death rescue, ATP luminescence; higher % means a stronger effect | 190,000 tested, under 10 active | one-dose cellular ATP content (survival), % at 20 µM; EC50 in µM for titrated hits;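 active = EC50 below 50 µM in the dose-response confirmation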;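 note: death triggered by thapsigargin at about 15 µM added after 2 h compound pretreatment; cell ATP read after overnight thapsigargin exposure of roughly 18 to 22 hours; normalized against plate controls of thapsigargin alone and 5% DMSO vehicle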
M1AAP inhibition = P. falciparum M1AAP inhibitors, biochemical, fluorogenic H-Leu-NHMec substrate, 1536-well (AID 1445); Aminopeptidase N (Plasmodium falciparum (isolate 3D7)); recombinant M1AAP, H-Leu-NHMec fluorogenic kinetic assay; higher % means a stronger effect; one-dose inhibition, % at 30 µM; IC50 in µM for titrated hits; 220,000 compounds, 0.42% hits;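 active = primary inhibition above the hit cutoff, then over 50% inhibition at one or more dose response concentrations, cut at about 23% in these data, passing the limit was not always enough; inconclusive = conflicting primary data, or primary hits not chosen for dose response; inactive = low primary inhibition, or under 50% at every dose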;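 note: plate controls were DMSO full reaction for no effect and no enzyme background for full effect; strong numbers were not always called active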
LYP phosphatase = inhibitors of LYP phosphatase, biochemical, fluorescence intensity, uHTS (AID 1779); 290,000 compounds, 0.054% hits; Tyrosine-protein phosphatase non-receptor type 22 (Homo sapiens); inhibition, % at 11.5 µM; hits with a dose series show IC50 in µM; recombinant LYP phosphatase, fluorescence intensity; higher % means a stronger effect;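 note: plate controls were vehicle with enzyme for no effect and no enzyme for full effect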
XIAP antagonists = XIAP antagonists, biochemical, IAP family, fluorescence polarization (AID 1018). XIAP BIR domain, fluorescence polarization peptide displacement; higher % means a stronger effect. displacement, % at 20 µM, or IC50 in µM where a hit was titrated. 200,000 compounds, 0.007% hits; in the data active = displacement above about 50%; note: a part of the inactive calls stands beside numbers as strong as those of hits
AID2073 = inhibitors of Mint1-CaV2.2 protein interaction, biochemical, HTRF (AID 2073). Voltage-dependent N-type calcium channel subunit alpha-1B (Homo sapiens). HTRF protein-protein interaction, Mint1-CaV2.2; higher % means a stronger effect. one-dose inhibition, % at 20 µM; IC50 in µM for titrated hits. 290,000 compounds, 0.19% hits; in the data active = inhibition mostly above about 51%, no sharp cut-off; inconclusive = no clear call, values can overlap the other calls; inactive = mostly below about 53%; note: some results filed as inactive read as strong as hits
M17LAP inhibition = P. falciparum M17LAP inhibitors, primary screen, biochemical, fluorogenic H-Leu-NHMec substrate, 1536-well (AID 1619); Leucine aminopeptidase (Plasmodium falciparum (isolate 3D7)); recombinant M17LAP, H-Leu-NHMec fluorogenic kinetic assay; higher % means a stronger effect; inhibition, % at 30 µM, or IC50 in µM where a hit was titrated; 220,000 compounds, 0.38% hits;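 active = compound inhibiting the enzyme by more than half at any dose during confirmatory dose-response retesting; inconclusive = strong single-dose inhibitors picked by rank but not retested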;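 note: plate controls were full reaction with DMSO carrier for no effect and no enzyme background for full effect; strong numbers were not always called active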
NOD2 inhibition = NOD2 signaling inhibitors, cell-based, luminescence, uHTS, HEK293 (AID 1566); one-dose inhibition, % at 4 µM; EC50 in µM for titrated hits; HEK293 NOD2/NF-kB luciferase reporter, luminescence; higher % means a stronger effect; 290,000 compounds, 0.63% hits; note: many of its hits are not listed in these tables
Siah-1 displacement = Siah-1 peptide-binding antagonists, primary screen, biochemical, fluorescence polarization, rhodamine-plectin, uHTS (AID 1817) | E3 ubiquitin-protein ligase SIAH1 (Homo sapiens) | 290,000 compounds, 0.02% hits | Siah-1 / rhodamine-plectin peptide fluorescence polarization; higher % means a stronger effect | displacement, % at 20 µM, or IC50 in µM where a hit was titrated;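 active = displacement of at least 50% at 20 µM, with a fluorescence ratio check between 0.3 and a set limit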;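 note: plate controls were Siah plus tracer with DMSO for no effect and tracer alone without Siah for full effect; strong numbers were not always called active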
Hep lipid drop cells 6.5 µM = second read-out of Hep lipid drop, no call of its own (marks repeat the call); cell count; measured here: cell count, cytotoxicity flag;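 cells counted across two imaged fields per well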
* hit, by the source's call; ? = inconclusive; nt = no result given. Cut-off read from the data, not from the text of the source, unless noted: active = inhibition above about 50%; inactive = the rest. Only part of the results is shown (hit frequency here may not be typical).

1: COc1cccc(C(=O)NC2(C(F)(F)F)N=C3SCCN3C2=O)c1 (stereo not drawn)
2: N=C(N)N1CCc2ccccc2C1
3: CCCn1c(SCC(=O)c2cc(OC)ccc2OC)nc2c1c(=O)n(C)c(=O)n2C
4: O=C(CSc1nncs1)Nc1cc(-c2ccccc2)nn1-c1ccccc1
5: CCCn1c(=O)c(C(=O)NCc2cccnc2)c(O)c2ccccc21
6: O=C(Nc1ccc2nc(-c3ccco3)c(-c3ccco3)nc2c1)N1CCN(c2ccccn2)CC1
7: Cc1ccc(CN2CCSCC2)cc1
8: Cc1cc(SCC(=O)c2ccc3c(c2)OCO3)nc2ccccc12
screen / no.	1	2	3	4	5	6	7	8
Hep lipid drop	2	-8	nt	2	nt	3	-1	-10
Hep lipid drop cells 6.5 µM	795	719	nt	589	nt	639	777	717
ER stress rescue	-1.4%	-0.8%	0.9%	-2.0%	-0.5%	-0.6%	nt	-0.8%
M1AAP inhibition	4%	-4%	nt	-4%	-1%	12%	nt	7%
LYP phosphatase	-12%	-9%	-10%	-8%	-1%	21%	-8%	-6%
XIAP antagonists	-3.9%	-2.5%	3.6%	-11%	-1.0%	-4.5%	nt	-5.5%
AID2073	3%	-2%	4%	6%	20%	85%*	1%	21%
M17LAP inhibition	12%	8%	nt	2%	-8%	-2%	nt	1%
NOD2 inhibition	11%	4%	22%	12%	15%	7%	-5%	2%
Siah-1 displacement	1%	-6%	2%	10%	3%	47%	2%	0%

9: O=C(CC(=O)NC1CCCCC1)N/N=C/c1ccc(Cl)cc1
10: CC(=O)Nc1ccccc1-c1nc2ccccc2nc1OCC(=O)c1ccc(Cl)cc1
11: C=CCNC(=O)C1CC2Cn3c(nc4cc5ccccc5cc43)C2N1C (stereo not drawn)
12: C=C(C)Cn1c(=O)c2c(nc3n2CCN3c2cccc(Cl)c2C)n(C)c1=O
13: Cc1cc(SCC(=O)Nc2cccc(S(=O)(=O)NC3=NCCCCC3)c2)c(C)cc1Br
14: CC(=O)NCCc1ccc(S(=O)(=O)Nc2ccc(NC(=O)c3ccc(F)cc3)cc2)cc1
15: CC1C=CCC2C(=O)N(c3ccccc3OC(=O)c3cccs3)C(=O)C12 (stereo not drawn)
16: COc1ccc(CN(C)S(=O)(=O)c2nnc(NC(=O)c3cccc(C)c3)s2)cc1OC
screen / no.	9	10	11	12	13	14	15	16
Hep lipid drop	nt	-2	-20	nt	-28	-1	-2	0
Hep lipid drop cells 6.5 µM	nt	575	624	nt	506	799	679	667
ER stress rescue	-0.8%	-1.5%	nt	0.6%	-1.8%	nt	0.3%	nt
M1AAP inhibition	5%	5%	-7%	nt	1%	nt	5%	nt
LYP phosphatase	3%	-4%	0%	-3%	0%	-13%	-10%	-7%
XIAP antagonists	-1.7%	-4.2%	nt	-2.9%	-1.6%	nt	-4.2%	nt
AID2073	-4%	6%	32%	-1%	2%	6%	10%	29%
M17LAP inhibition	-1%	-1%	-1%	nt	1%	nt	-1%	nt
NOD2 inhibition	10%	15%	-77%	25%	10%	0%	11%	10%
Siah-1 displacement	0%	5%	-5%	-4%	5%	-3%	8%	1%

17: CCN1CCN(S(=O)(=O)c2ccc3[nH]c(=O)oc3c2)CC1
18: COc1ccc(-c2occ(C(=O)O)c2C(=O)O)cc1
19: COc1ccc(-c2nc(-n3c(C)c(C(C)=O)c(C(C)=O)c3C)sc2C)cc1OC
20: Cc1cccc(N2CCN(CC(=O)NCC3CCCCC3)CC2)c1C
21: Fc1cccc(F)c1-n1c(CN2CCCC2)csc1=S
22: CCOC(=O)C(=O)NC(C)c1ccccc1 (stereo not drawn)
23: COc1ccc(-n2c(SCC(N)=O)nc3nc4c(cc3c2=O)COC(C)(C)C4)cc1
24: Cc1ccc2c(c1)C1(OCCCO1)C(=O)N2CC#N
screen / no.	17	18	19	20	21	22	23	24
Hep lipid drop	nt	6	16	nt	-12	2	nt	-6
Hep lipid drop cells 6.5 µM	nt	761	771	nt	623	694	nt	811
ER stress rescue	-0.7%	6.7%	-0.1%	-0.7%	nt	-1.6%	4.1%	nt
M1AAP inhibition	2%	4%	3%	-10%	-3%	-4%	11%	nt
LYP phosphatase	-5%	-7%	4%	2%	-4%	-7%	-7%	-6%
XIAP antagonists	0.0%	-5.5%	-5.4%	-2.8%	-2.7%	-10%	-5.8%	nt
AID2073	-3%	-1%	-3%	-3%	6%	11%	4%	5%
M17LAP inhibition	-4%	-10%	-9%	-1%	-4%	-14%	0%	nt
NOD2 inhibition	8%	-11%	7%	0%	5%	-4%	7%	1%
Siah-1 displacement	-7%	-1%	0%	1%	0%	-3%	13%	2%

25: O=C(Nc1ccc(S(=O)(=O)N2CCOCC2)cc1)c1ccc2c(c1)S(=O)(=O)c1ccccc1C2=O
26: CCOc1ccc(N(C)S(=O)(=O)c2ccc(C)c(C(=O)OCC(=O)c3c[nH]c4ccccc34)c2)cc1
27: COc1cccc(C2=NOC(C(=O)NCc3ccccc3)C2)c1 (stereo not drawn)
28: O=C(CCc1ccccc1O)NC1CCCc2ccccc21 (stereo not drawn)
29: COc1ccccc1-n1cnnc1SCC(=O)Nc1cccc(S(=O)(=O)N2CCCCC2)c1
30: O=C(Nc1ncc([N+](=O)[O-])s1)c1ccccc1Br
31: O=C(Cn1nnc(-c2ccc(N3CCOCC3)cc2)n1)N1CCOCC1
32: CN(C)C=NC1=NN(c2cccc(C(F)(F)F)c2)CC1
screen / no.	25	26	27	28	29	30	31	32
Hep lipid drop	nt	-23	nt	-12	4	-1	12	16
Hep lipid drop cells 6.5 µM	nt	708	nt	859	676	812	687	692
ER stress rescue	-0.8%	-0.5%	0.3%	nt	14%	nt	nt	0.8%
M1AAP inhibition	2%	0%	-7%	nt	12%	nt	-7%	3%
LYP phosphatase	-4%	0%	-8%	-5%	0%	-9%	-5%	3%
XIAP antagonists	-1.8%	-6.6%	-25%	nt	-4.8%	nt	nt	-2.5%
AID2073	31%	21%	5%	6%	1%	-11%	-7%	-16%
M17LAP inhibition	-7%	-21%	-3%	nt	-1%	nt	4%	-2%
NOD2 inhibition	4%	-14%	-71%	6%	-1%	-26%	-12%	-23%
Siah-1 displacement	4%	7%	-2%	13%	-2%	4%	-2%	6%

Three compounds picked at random from those above:
27: COc1cccc(C2=NOC(C(=O)NCc3ccccc3)C2)c1 (stereo not drawn)
25: O=C(Nc1ccc(S(=O)(=O)N2CCOCC2)cc1)c1ccc2c(c1)S(=O)(=O)c1ccccc1C2=O
32: CN(C)C=NC1=NN(c2cccc(C(F)(F)F)c2)CC1
screen / no.	27	25	32
Hep lipid drop	nt	nt	16
Hep lipid drop cells 6.5 µM	nt	nt	692
ER stress rescue	0.3%	-0.8%	0.8%
M1AAP inhibition	-7%	2%	3%
LYP phosphatase	-8%	-4%	3%
XIAP antagonists	-25%	-1.8%	-2.5%
AID2073	5%	31%	-16%
M17LAP inhibition	-3%	-7%	-2%
NOD2 inhibition	-71%	4%	-23%
Siah-1 displacement	-2%	4%	6%

Additional compounds:
33: O=C(NCc1cccc(Cl)c1)c1cccnc1
34: CCCCCOC(=O)C(C)Sc1n[nH]c(=O)[nH]c1=O (stereo not drawn)
35: CC[C@@]12C(=O)N(c3cccc(F)c3)C(=O)N1[C@H](c1ccc(F)cc1)[C@@H]1C(=O)N(C3CCCCC3)C(=O)[C@@H]12
36: O=C(N/N=C/c1cc([N+](=O)[O-])c(N2CCOCC2)cc1N1CCOCC1)c1cccnc1
37: Nc1nc(-c2cccs2)c(CC(=O)O)s1
38: O=C(CNC(=O)c1ccccc1Cl)OCC(=O)N1CCc2ccccc21
39: CC/C(=N/NC(=O)c1ccc(Br)cc1)c1ccc(OCCN2CCOCC2)cc1
40: Nc1cc2c(cc1C(=O)c1ccc(Cl)cc1)OCCO2
screen / no.	33	34	35	36	37	38	39	40
Hep lipid drop	25	-1	4	0	21	1	2	12
Hep lipid drop cells 6.5 µM	793	746	787	665	701	678	581	736
ER stress rescue	-0.6%	-6.1%	nt	-1.6%	-0.2%	0.4%	-1.6%	0.1%
M1AAP inhibition	2%	-1%	nt	13%	1%	0%	12%	4%
LYP phosphatase	5%	-4%	-10%	3%	-4%	-5%	-5%	-4%
XIAP antagonists	-4.4%	-3.3%	nt	-5.6%	-6.4%	-8.1%	-3.8%	-12%
AID2073	-1%	0%	-6%	-6%	41%	13%	3%	0%
M17LAP inhibition	8%	-5%	nt	4%	14%	-9%	3%	0%
NOD2 inhibition	16%	10%	4%	13%	4%	-2%	4%	2%
Siah-1 displacement	-4%	-3%	-3%	4%	1%	2%	5%	1%

41: COc1ccc(NC(=S)Nc2cccc(S(=O)(=O)N3CCCCC3)c2)cc1
42: CC(C)(O)C#CC#CCN1CCOCC1
43: CC(=O)Nc1ccc(S(=O)(=O)N2CCSC2C(=O)O)cc1 (stereo not drawn)
44: NC(=O)Cc1nc2scc(-c3ccc(Cl)cc3)c2c(=O)[nH]1
45: CCN(CC)C(=O)COc1ccc(S(=O)(=O)N2CCCC2)cc1
46: Cc1cc(C(=O)OCC(=O)Nc2nccs2)c2ccccc2n1
47: O=C(CCC(=O)OCC(=O)c1ccc(Br)cc1)Nc1ccc(Br)c2cccnc12
48: COC(=O)CC1=C(C(=O)OC)C(c2ccncc2)C(C#N)=C(N)O1 (stereo not drawn)
49: O=C(Cc1ccccc1)NCCSCc1ccc(Cl)cc1
50: CCCC1CCc2c(sc(NC(=O)c3cccs3)c2C(N)=O)C1 (stereo not drawn)
screen / no.	41	42	43	44	45	46	47	48	49	50
Hep lipid drop	-1	-4	-58	6	-5	-1	-1	-14	nt	nt
Hep lipid drop cells 6.5 µM	568	729	752	696	800	723	755	734	nt	nt
ER stress rescue	-3.1%	-2.3%	-2.8%	-1.0%	nt	nt	0.8%	-3.3%	4.9%	-1.1%
M1AAP inhibition	0%	-1%	17%	3%	nt	7%	0%	-2%	1%	-1%
LYP phosphatase	-3%	4%	-10%	-2%	-5%	-1%	-2%	-10%	-6%	8%
XIAP antagonists	1.1%	-15%	-3.4%	-3.2%	nt	nt	-4.6%	-1.0%	-3.8%	-4.3%
AID2073	-17%	-7%	1%	0%	6%	?	8%	14%	-2%	35%
M17LAP inhibition	13%	-7%	6%	-1%	nt	0%	3%	4%	5%	14%
NOD2 inhibition	0%	-3%	10%	0%	-3%	19%	-10%	3%	10%	-31%
Siah-1 displacement	-6%	2%	-1%	9%	3%	17%	-6%	-1%	2%	2%
